# ERAP1 HTS inh = ERAP1 (human) enzyme inhibition. Q9NZ08. recombinant ERAP1, Leu-AMC fluorescence, 60 min. inhibition, % at 10.7 µM. hit rate 0.15% among 340,000. AID 652197;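 active = mean replicate inhibition of at least 30%, or all replicates individually reaching that 30% level; inactive = mean below 30% and not every replicate reaching it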;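 also: 0% = neutral control wells and 100% = L-leucinethiol positive control wells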
# Target sequence (Q9NZ08 whole entry, looked up): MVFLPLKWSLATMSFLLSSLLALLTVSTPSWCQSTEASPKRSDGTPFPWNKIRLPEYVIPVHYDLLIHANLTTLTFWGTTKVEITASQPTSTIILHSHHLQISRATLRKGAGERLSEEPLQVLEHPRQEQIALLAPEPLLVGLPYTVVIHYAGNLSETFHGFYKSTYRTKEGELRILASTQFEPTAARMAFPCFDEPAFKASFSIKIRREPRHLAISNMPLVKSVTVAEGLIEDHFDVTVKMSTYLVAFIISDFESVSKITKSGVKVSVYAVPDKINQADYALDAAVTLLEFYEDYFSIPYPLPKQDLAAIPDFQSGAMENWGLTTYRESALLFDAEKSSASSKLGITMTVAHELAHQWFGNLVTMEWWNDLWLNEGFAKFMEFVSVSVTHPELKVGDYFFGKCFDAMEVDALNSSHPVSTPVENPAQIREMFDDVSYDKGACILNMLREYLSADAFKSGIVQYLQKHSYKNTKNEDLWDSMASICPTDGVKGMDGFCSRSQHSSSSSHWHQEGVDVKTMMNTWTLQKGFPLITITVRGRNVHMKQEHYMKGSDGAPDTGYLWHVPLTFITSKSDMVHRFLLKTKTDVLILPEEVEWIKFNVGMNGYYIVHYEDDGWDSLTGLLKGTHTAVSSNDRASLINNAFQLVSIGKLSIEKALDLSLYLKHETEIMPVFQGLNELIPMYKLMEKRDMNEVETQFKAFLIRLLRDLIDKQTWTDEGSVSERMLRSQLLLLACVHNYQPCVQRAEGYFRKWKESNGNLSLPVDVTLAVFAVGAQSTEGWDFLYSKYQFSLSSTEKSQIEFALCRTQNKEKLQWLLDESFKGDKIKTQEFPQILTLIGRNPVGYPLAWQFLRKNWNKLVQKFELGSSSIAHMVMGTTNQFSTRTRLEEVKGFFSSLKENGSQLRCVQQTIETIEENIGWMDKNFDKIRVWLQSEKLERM
# LGR2 inh = Drosophila LGR2 receptor signaling inhibition; HEK293 LGR2, CRE-luciferase, bursicon-stimulated, 4 h; inhibition, % at 9.99 µM; hit rate 0.35% among 380,000;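 active = drop in luminescence signal, shown as inhibition above about 50% in the replicate tests, limit read from the data, passing the limit was not always enough; inconclusive = probably only some replicates passing the limit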;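 also: agonist challenge used bursicon conditioned medium at about half maximal strength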
# PglD DTNB = inhibitors of Campylobacter jejuni PglD acetyltransferase | purified PglD enzyme, DTNB colorimetric CoA detection | inhibition, % at 12.5 µM | hit rate 0.098% among 360,000 | AID 602405; in the data active = inhibition above about 16%, passing the limit was not always enough; inconclusive = no clear call, values can overlap the other calls; also: strong numbers were not always called active
# PGC1a acetyl inh = PGC1a acetylation modulation, inhibitor mode | U2OS PGC1a acetylation, AlphaScreen anti-acetyl-lysine; with virally co-expressed GCN5 acetyltransferase | inhibition, % at 15.6 µM | hit rate 0.17% among 350,000;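 active = every replicate shows inhibition of at least 40%; inconclusive = mean inhibition at least 40% but some replicate below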;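 also: 0% = neutral control wells and 100% = positive control wells; some results beyond the cut were filed as inactive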
# FN deposit inh = fibronectin deposition inhibition; hit rate 0.086% among 350,000; inhibition, % at 12.6 µM; AH1F fibroblasts, Alexa488-fibronectin deposition fluorescence, overnight;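 active = mean inhibition across replicates of 30% or more, regardless of how many single replicates reach that level; inconclusive = mean under 30% yet at least half of replicates reach 30%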;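 also: positive control wells lacked labelled fibronectin entirely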
#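 Assay system: AH1F fibroblast monolayer, labelled fibronectin deposition. Amount: 10000 cells per well. Also added: labelled fibronectin 24 nM. Compound: single-point pinned compound. Incubation: cell attachment 1 h, compound and FN exposure overnight. Detection: fluorescence after three HBSS washes, excitation 485 nm, emission 525 nm. Read-out: inhibition of fibronectin deposition signal.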
# PAX8 reporter = lowers PAX8-driven luciferase in RMG-I cells; RMG-I TPO-luciferase reporter, SteadyGlo, 24 h; AID 652154; inhibition, % at 12.6 µM; hit rate 1.2% among 360,000;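 active = mean replicate inhibition at least 60% with every replicate also reaching 60%; inconclusive = only one of the two criteria is met; inactive = mean below 60% and not all replicates reaching 60%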;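 also: luciferase light reporting Pax8 driven TPO promoter activity; plate controls were median of neutral control wells for no effect and mitoxantrone controls for full effect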
# EWS-Fli block = EWS/Fli transcriptional activity inhibition. AID 651661. hit rate 0.67% among 350,000. A673 NR0B1-luciferase reporter, viability-normalised. inhibition, % at 12.6 µM;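 active = mean inhibition of at least 50% after viability correction, with every replicate also passing that limit; inconclusive = mean reaches 50% but only one of two replicates passes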;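 also: firefly luciferase signal divided by Alamar Blue viability fluorescence both relative to DMSO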
# S100A4 inh HTS = blocks human S100A4 binding to myosin IIA peptide | P26447 | S100A4/TAMRA-MyoIIA peptide fluorescence polarization | inhibition, % at 10.7 µM | hit rate 0.14% among 360,000;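 active = mean inhibition of at least 70% across replicates, with every replicate also reaching that level; inconclusive = mean inhibition reaches 70% but some replicates fall short; inactive = mean inhibition below 70%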
# Target sequence (P26447 whole entry, looked up): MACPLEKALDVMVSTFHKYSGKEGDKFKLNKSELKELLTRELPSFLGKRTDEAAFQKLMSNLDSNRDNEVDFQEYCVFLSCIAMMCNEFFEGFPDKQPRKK
#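 assay system = human S100A4 monomer with TAMRA-labelled myosin IIA peptide | also added = labelled myosin peptide probe, 5 nM | incubation = 5 min between mix addition and reading | control set = DMSO and TFP controls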
# Active calls of the source: *; ? = inconclusive; / = no result given.
SMILES,ERAP1 HTS inh,LGR2 inh,PglD DTNB,PGC1a acetyl inh,FN deposit inh,PAX8 reporter,EWS-Fli block,S100A4 inh HTS
O=C1c2c([N+](=O)[O-])cc([N+](=O)[O-])cc2S(=O)N1Cc1ccccc1 (stereo not given),-2,19,3,/,-2,6,0,-5
CCC(=O)N(C)C[C@@H]1Oc2cc(-c3cccc(F)c3)ccc2S(=O)(=O)N([C@H](C)CO)C[C@H]1C,2,25,-1,-1,/,/,1,-85
CCOc1ccc(CN(C)C(=O)CNC(=O)c2ccc(Br)o2)cc1OC,-4,13,-2,/,5,18,-2,3
Cc1ccc(S(=O)(=O)Nc2ccc3c(c2)C(=O)N([C@@H](C)CO)C[C@@H](C)[C@@H](CN(C)S(=O)(=O)c2ccc(C)cc2)OCCCC[C@H](C)O3)cc1,-6,-1,5,-25,-11,12,9,-11
C[C@H](CO)N1C[C@H](C)[C@@H](CN(C)C(=O)c2ccccc2)Oc2ncc(Br)cc2C1=O,0,-14,0,-12,/,10,-7,10
COc1ccc(S(=O)(=O)N2CCCCN3[C@H](CO)[C@@H](c4ccc(C#CC(C)C)cc4)[C@H]3C2)cc1,0,13,-7,-9,/,76*,24,3
Cc1ccc(OCC(=O)NCCCNC(=O)c2ccncc2)cc1,-3,3,-1,/,-2,2,-3,-1
CC(C)C[C@H](NC(=O)[C@@H]1Cc2c([nH]c3ccccc23)C2c3ccccc3C(=O)N21)C(=O)N1CCC[C@@H]1C(=O)O (stereo not given in full),/,35,2,3,/,/,-3,-2
O=C(NCCCO)C(=O)Nc1cc2c3c(c1)CCN3C(=O)CC2,1,-25,-1,4,0,-19,/,8
CC1CCCC(C)N1C(=O)CSc1ncccn1 (stereo not given),2,9,4,-9,1,-7,2,-2
CNC(=O)C[C@@H]1CC[C@@H]2[C@H](COc3ccc(NC(=O)c4cc(F)cc(F)c4)cc3C(=O)N2C)O1,-3,16,-2,-2,13,-12,-9,-15
O=C(CSc1nnc(C2CC2)n1C1CC1)c1ccc(Br)s1,2,-26,3,-3,1,-117,-70,-8
Cc1ccc(N2CCN(CC(O)COc3ccc([N+](=O)[O-])cc3)CC2)cc1 (stereo not given),0,-4,-5,7,-12,-1,0,9
CCN(C[C@H]1N[C@@](CC)(C(=O)OC)[C@H]2C(=O)N(Cc3ccccc3)C(=O)[C@@H]12)C(=O)COc1ccccc1,/,5,-1,/,-4,-16,-2,2
Cc1ccnc(N2C3CCC2CC(O)(c2ccccc2)C3)n1 (stereo not given),-1,13,-6,/,-8,13,4,-3
Cc1ccccc1-c1ccc2c(c1)O[C@H](CN(C)C(=O)c1ccccn1)[C@H](C)CN([C@H](C)CO)S2(=O)=O,2,-7,1,-15,-7,5,1,12
COc1ccc(NC(=O)CC(c2ccc(F)cc2)c2ccc(OC(C)C)cc2)cc1 (stereo not given),-1,/,/,/,-6,35,-1,0
CCC(=O)N1C[C@@H]2[C@H](c3ccccc31)[C@@H](CO)N2Cc1ccccc1Cl,-1,4,0,-2,/,15,3,-2
O=C1NC(c2ccc(Br)cc2)Nc2sc3c(c21)CCC3 (stereo not given),/,/,11,-1,1,-13,/,/
Cc1ccc(NC(=O)C2C3CCCC2C3c2ccccc2)cc1 (stereo not given),/,-2,4,/,6,-26,/,/
O=C(O)C1CCC(c2ccc(-c3ccccc3)cc2)CC1 (stereo not given),2,-25,-9,-14,-5,-67,-70,6
CC(=O)Nc1cc(C(=O)N2CCCC2)ccc1S(=O)(=O)c1ccc(Cl)cc1,/,-8,5,8,2,/,/,/
C[C@@H](NC(=O)[C@@H]1[C@@H](CO)[C@@H]2Cn3c(cccc3=O)[C@@H]2N1S(C)(=O)=O)c1ccccc1,8,-7,-1,/,/,-9,-13,8
C[C@@H]1CN([C@@H](C)CO)C(=O)c2cccc(NC(=O)Nc3ccc(F)cc3)c2O[C@@H]1CN(C)Cc1ccncc1,0,7,-5,-1,/,-1,2,3
CO[C@H]1CN(C)C(=O)c2ccc(NC(=O)Nc3ccccc3)cc2OC[C@@H](C)N(C(=O)CC2CC2)C[C@@H]1C,-4,17,7,0,-9,/,-7,-1

# The list goes on, starting with the last 2 of the part before.
SMILES,ERAP1 HTS inh,LGR2 inh,PglD DTNB,PGC1a acetyl inh,FN deposit inh,PAX8 reporter,EWS-Fli block,S100A4 inh HTS
C[C@@H]1CN([C@@H](C)CO)C(=O)c2cccc(NC(=O)Nc3ccc(F)cc3)c2O[C@@H]1CN(C)Cc1ccncc1,0,7,-5,-1,/,-1,2,3
CO[C@H]1CN(C)C(=O)c2ccc(NC(=O)Nc3ccccc3)cc2OC[C@@H](C)N(C(=O)CC2CC2)C[C@@H]1C,-4,17,7,0,-9,/,-7,-1
CCOc1ccccc1N(CC(=O)Nc1cccc(OC)c1)S(=O)(=O)c1ccccc1,3,-7,-6,-2,-6,25,-14,2
Cc1cccc(-n2c(CNC(=O)c3cccc([N+](=O)[O-])c3C)n[nH]c2=S)c1,-2,1,2,?,4,-4,13,4
CN(CCC#N)C(=O)COC(=O)c1nn(-c2ccccc2)c(=O)c2ccccc12,0,7,/,0,3,3,0,-6
C[C@H](NC(=O)c1nc[nH]c1C(=O)N[C@@H](C)C(=O)OC(C)(C)C)C(=O)OCc1ccccc1,3,0,7,5,0,12,-8,-2
CCCC(=O)Nc1ccc2c(c1)C(=O)N(C)C[C@@H](OC)[C@@H](C)CN(Cc1ccccc1)[C@@H](C)CO2,/,-18,1,1,-12,-15,-3,/
CCCc1c(C)nc2c(Br)cccc2c1Cl,-5,-14,4,1,0,21,-8,-1
COc1ccccc1CNc1nc(NC(C)C)nc2ccsc12,-3,-2,-1,13,-1,18,19,-1
COc1ccc(Cn2nnc(C(=O)Nc3ccc4c(c3)OCCO4)c2N)cc1Br,5,-19,0,-16,-2,-17,19,-14
C[C@@H]1CN([C@@H](C)CO)C(=O)c2cc(C3=CCCC3)cnc2O[C@H]1CN(C)Cc1cccnc1,1,21,6,-5,-11,/,-8,7
CN(C)C(=O)C[C@@H]1C[C@H]2c3cc(NC(=O)NC4CCCC4)ccc3O[C@H]2[C@H](CO)O1,-1,1,-1,-2,9,0,4,3
Cc1ccc(C)c(-c2nnc(NC(=O)CS(=O)(=O)c3ccccc3)o2)c1,-1,-21,/,/,-10,-15,2,-5
C/C=C/c1ccc([C@H]2[C@@H](CO)N3CCCCN(C(=O)Nc4cc(F)ccc4F)C[C@@H]23)cc1,-2,3,3,11,/,-27,7,1
C[C@H](NC(=O)c1ccc(Cl)c(S(=O)(=O)N2CCOCC2)c1)c1nc2ccccc2[nH]1,1,4,3,-8,-4,7,5,-8
C[C@@H]1CN([C@@H](C)CO)C(=O)Cc2cc(NC(=O)Cn3cnnn3)ccc2O[C@@H]1CN(C)Cc1ccncc1,-2,3,-4,2,/,-4,-13,-14
O=C(NC1CCCC1)C(Cc1ccccc1)n1cccc1 (stereo not given),3,14,1,/,0,3,8,-3
O=C(/C=C/c1c(F)cccc1Cl)NCc1ccc2c(c1)OCO2,-1,-4,9,/,-7,-2,-10,-2
CCOC(=O)CC1(C)N(S(=O)(=O)c2ccc(C)cc2)c2ccccc2N1S(=O)(=O)c1ccc(C)cc1,1,-8,/,/,3,-16,-5,-5
Cc1ccccc1N1CCN(C2CCCN(C(=O)c3cn4c(C)cccc4n3)C2)CC1 (stereo not given),-4,6,6,-19,-2,12,/,4
CCC(=O)c1ccc(OCC(=O)NCCc2ccccn2)cc1,-3,-14,1,7,/,21,5,-4
Cc1ccc(OCC(=O)c2c(N)n(C)c(=O)n(C)c2=O)c([N+](=O)[O-])n1,-1,-16,1,0,3,14,7,16
O=c1c2ccccc2nc2n1CCN2,3,-5,-2,10,/,/,-5,0
O=C(Nc1cccc(F)c1)N1CCC(n2c(=O)[nH]c3ccccc32)CC1,2,7,4,-5,-1,-5,5,4
Cc1ccc(NC(=O)CCNS(=O)(=O)c2cc(Br)cnc2N)cc1Cl,/,-13,-7,-3,9,26,/,/
COc1cc(/C=C2/SC(=S)N(CC(=O)O)C2=O)ccc1OC(=O)c1cccs1,-4,-1,/,5,-2,-4,3,-5
CCc1cc(C(=O)c2ccc(OC)cc2)c(N)s1,2,-13,0,-47,2,15,15,-5
# The list goes on.
SMILES,ERAP1 HTS inh,LGR2 inh,PglD DTNB,PGC1a acetyl inh,FN deposit inh,PAX8 reporter,EWS-Fli block,S100A4 inh HTS
COc1ccc2c(CC(=O)Nc3cccc(S(=O)(=O)N4CCOCC4)c3)coc2c1,/,-5,5,4,2,-14,/,/
COc1ccc(S(=O)(=O)N2CCOCC2)cc1Br,4,-10,-2,4,12,2,-10,-3
O=C1N[C@H](Cc2ccccc2)CO1,-2,17,1,/,/,-10,-5,-2
O=C(NC(=S)Nc1cccc(Cl)c1N1CCCC1)c1ccc(-c2cccc([N+](=O)[O-])c2)o1,-3,11,-2,15,/,/,15,-2
COCCNC(=O)c1ccccc1NC(=O)CCSc1ccccc1,/,-2,0,/,2,-14,-5,-3
COc1cccc(N2CCN(c3ccc4nnc(CCC(=O)N5CCC(C)CC5)n4n3)CC2)c1,1,-4,1,2,-1,21,-1,-2
CC(=O)Nc1cc(-c2ccccc2N(C)C)cn2c(-c3ccc(F)c(Cl)c3)cnc12,1,-10,4,-10,-14,12,4,17
O=C(CN1C(=O)CSc2ccccc21)NC1CCCC1,-7,-21,3,5,/,/,8,-2
O=C(CCS(=O)(=O)Cc1ccccc1)N1CCN(c2ccc([N+](=O)[O-])cc2)CC1,0,17,-2,/,-34,26,21,2
COc1ccc(-n2c(SCC(=O)Nc3ccc(C(=O)O)cc3)nnc2-c2cccs2)cc1,/,/,-8,33,0,-6,/,/
O=C(C[C@H]1CC[C@H](NC(=O)c2ccccc2)[C@@H](CO)O1)NCc1ccncn1,3,-8,2,4,2,5,-5,0
COc1ccc(C(C)(C)NC(=O)C2CCC(=O)N(C3CCCC3)C2)cc1OC (stereo not given),-1,0,-3,/,-3,-4,-2,-3
S=c1[nH]nc(C2CCCCC2)n1/N=C/c1ccncc1,14,21,/,/,7,-57,-14,2
Cc1c(C)c2ccc(O)c(CN3CCCC3)c2oc1=O,51*,-16,-2,-6,-5,16,1,0
CN(CC(=O)N1CCCCCC1)S(=O)(=O)c1cccc2cccnc12,/,-6,3,7,7,-7,-3,-1
CN(C)CCNc1c(N)c(=O)oc2ccccc12,-1,-9,/,13,9,6,16,0
O=C(Nc1ccccc1F)c1cnccn1,2,/,1,/,6,-26,-13,1
Cc1[nH]c(=O)c(C#N)c(C)c1Cc1ccc(Cl)cc1Cl,-2,-1,0,3,10,8,2,5
COc1ccc(C(=O)NNC(=O)Cc2ccc([N+](=O)[O-])cc2)cc1,/,8,-5,-4,-1,10,/,/
CC(=O)N(C)C[C@H]1[C@H](c2ccc(C3=CCCCC3)cc2)[C@H](CO)N1CC1CC1,2,-18,-3,-20,11,11,1,6
O=C(N/N=C/c1ccncc1)C1C2CCCCCCC21 (stereo not given),/,-5,9,14,-1,8,/,/

# Sorted by count of non-hydrogen atoms (ascending): part of the list above
SMILES,ERAP1 HTS inh,LGR2 inh,PglD DTNB,PGC1a acetyl inh,FN deposit inh,PAX8 reporter,EWS-Fli block,S100A4 inh HTS
O=C(Nc1ccccc1F)c1cnccn1,2,/,1,/,6,-26,-13,1
CC(=O)N(C)C[C@H]1[C@H](c2ccc(C3=CCCCC3)cc2)[C@H](CO)N1CC1CC1,2,-18,-3,-20,11,11,1,6
O=C(CCS(=O)(=O)Cc1ccccc1)N1CCN(c2ccc([N+](=O)[O-])cc2)CC1,0,17,-2,/,-34,26,21,2

# Bioassay records: PubChem, Broad Institute

# No enrichment for hits; overall some 2.1% were active at least once.
